N370S GC: qHTS Assay for Inhibitors and Activators of N370S glucocerebrosidase as a Potential Chaperone Treatment of Gaucher Disease. Lysosomal acid glucosylceramidase (Homo sapiens), P04062. N370S GC spleen homogenate, 4MU-glucoside fluorescence. Potency, µM (highest dose often 59.4 µM), inactives show at the top dose activity change, negative = inhibition, usual class: inhibitors. hit rate 0.092% among 330,000. AID 2101, 2009;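 further: 0% = full enzyme activity and -100% = no enzyme basal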
FEN1 inhibitor: qHTS Assay for the Inhibitors of Human Flap endonuclease 1 (FEN1); P39748; Recombinant FEN1 flap cleavage, fluorescence, 15 min; Potency, µM (series often up to 114 µM), for inactives: at the top dose activity change, negative = inhibition, actives largely listed as inhibitors; hit rate 0.35% among 390,000; further: nearly all actives have a fitted effect of over 65% in size
Target sequence (P39748 whole entry, looked up): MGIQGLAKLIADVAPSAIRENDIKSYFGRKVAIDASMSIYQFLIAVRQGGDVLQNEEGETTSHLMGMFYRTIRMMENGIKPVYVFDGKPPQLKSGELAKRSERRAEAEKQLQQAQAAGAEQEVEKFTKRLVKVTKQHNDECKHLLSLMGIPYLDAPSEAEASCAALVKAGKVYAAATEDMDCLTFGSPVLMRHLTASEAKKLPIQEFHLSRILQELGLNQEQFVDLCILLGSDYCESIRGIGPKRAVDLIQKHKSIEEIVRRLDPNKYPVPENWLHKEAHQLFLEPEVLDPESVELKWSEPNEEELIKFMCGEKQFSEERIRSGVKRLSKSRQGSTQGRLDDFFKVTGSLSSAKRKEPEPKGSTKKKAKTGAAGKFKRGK
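With each library titrated from low to high concentration, compounds met 10 nM FEN1 for 15 min at room temperature before 50 nM substrate was added; readings at 0 and 15 min fed four-parameter Hill curve fits.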
GCN5L2 inh: qHTS Assay for Inhibitors of GCN5L2; Histone acetyltransferase KAT2A (Homo sapiens), Q92830; GCN5L2 HAT assay, ThioGlo1 CoA-SH fluorescence; Potency, µM (highest dose often 58.9 µM), for the others: at the highest dose activity change, negative = inhibition, hits mostly inhibitors; hit rate 0.21% among 390,000
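GCN5L2 (20nM final) in 50mM HEPES, 0.1mM EDTA pH 7.5, 0.01% Tween-20 was preincubated 15 min at room temperature with compound, then given ThioGlo1 (50uM), H3(1-25) peptide (75uM) and acetyl-CoA (70uM); CoA-thiol fluorescence (Ex340/Em540) was read at 0 and 20 min.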
Numbers without * were called inactive; ? = inconclusive; · = not tested or not shown; & = joins results of further samples; [ ] = dose if it differs, or a comment. The call rests on the fitted dose curve; in most records, active means well fitted curve in the direction sought with a large enough effect; inconclusive means small, poorly fitted or top-dose-only effect, or another doubt; inactive means no such curve, though single readings can be large; an effect the other way counts as inactive or inconclusive. Unless noted, on the % scale 0 is the no-effect control and ±100 the full control effect; potency means the concentration at half of the fitted maximal effect. Some of the compounds tested (hit frequency here may not be typical).

Every second line gives: N370S GC | FEN1 inhibitor | GCN5L2 inh
- c1ccc2c(c1)CCN(C1CCCCC1)C2
  -1% | 17% | -4%
- O=C(COC(=O)/C=C/c1cccc(Br)c1)NCCC1=CCCCC1
  3% | 0% | -2%
- COc1cc(CNCc2ccccn2)ccc1OCc1ccccc1Cl
  -11% | 2% | -2%
- CC(C)NC(=O)CN1CCC(c2nc3ccccc3[nH]2)CC1
  -1% | -1% | 0%
- CC1CC(C)CN(c2ccc(-n3cnnn3)cc2[N+](=O)[O-])C1 (stereo not given)
  -9% | -3% | -21%
- Clc1ccc(/C=C/c2nc3ccccc3[nH]2)cc1
  -2% | -4% | -6%
- CN(CC(=O)Nc1ccccc1Cl)C(=O)c1cc(C2CC2)nn1-c1ccccc1
  · | 37%[activator] | -2%
- CN(C)S(=O)(=O)c1ccc(S(=O)(=O)N2CCN(CCC#N)CC2)cc1
  5% | 0% | -2%
- Cc1ccc(NC(=O)CCN2C(=O)c3cccc4cccc(c34)C2=O)cc1
  12% | -9% | 0%
- CCOC(=O)c1c(S(=O)(=O)NCc2ccc(C)o2)c(C)n(C)c1C
  -10% | 5% | -2%
- CCN1CCOC(CC(=O)Nc2ccc([N+](=O)[O-])cc2)C1=O (stereo not given)
  -10% | 2% | -8%
- Cc1ccc(C)c(NC(=S)NCc2ccccc2)c1
  -1% | 4% | -5%
- COc1ccc(-c2noc(N3CCC(C(=O)NCCCN4CCC(C)CC4)CC3)n2)cc1
  -4% | -8% | -6%
- CCc1ccc(CNC(=O)CCC(=O)N2Cc3cccc(OC)c3Oc3ncccc32)cc1
  -11% | 18%&-1% | -5%&1%
- C=CCN1C(=NC(=O)COc2ccc(Cl)cc2)SC2CS(=O)(=O)CC21 (stereo not given)
  -19% | 14% | -2%
- Cc1ccccc1C(=O)NNC(=O)C(C)N1C(=O)c2ccccc2C1=O (stereo not given)
  3% | 4% | -18%
- CCNc1ncc2nc(-c3ccc(OC)cc3)c(=O)n(Cc3ccc(F)cc3)c2n1
  -10% | · | -16%
- CCCc1[nH]nc2c1C(c1ccc(OC)c(CSC3=NCCS3)c1)C(C#N)=C(N)O2 (stereo not given)
  -8% | -11% | -5%
- O=[N+]([O-])c1ccc(-c2nc(Nc3cccc(O)c3)c3ccccc3n2)cc1
  -21% | 0% | 0%
- Cn1c(=O)c2cc(S(=O)(=O)NC(Cc3ccccc3)C(=O)NCc3ccco3)ccc2n(C)c1=O (stereo not given)
  1% | 17% | -19%
- CN(c1ccccc1)c1nc(N)c([N+](=O)[O-])c(N2CCCCC2)n1
  -3% | 2% | -3%
- CCOC(=O)c1ccc(NC(=O)N2CC3CCCN3c3ccccc32)cc1 (stereo not given)
  · | 3% | -26%
- COc1ccc(-c2cc(C(F)F)n3ncc(C(=O)N4CCc5ccccc5C4)c3n2)cc1
  -8% | 4% | 1%
- CCOc1ccc(S(=O)(=O)Nc2ccc3c(c2)OCO3)c2cccnc12
  4% | -7% | -2%
- Cc1ccccc1C(=O)c1cccn1CC(=O)NCc1cccc(Cl)c1
  -13% | 1%&11% | -8%&-1%
- O=C(NC1CCCC1)C1c2ccccc2C(=O)N1C1CCCCC1 (stereo not given)
  2% | 4% | 0%
- CC(=O)[C@@]1(O)CCC2C3C=CC4=CC(=O)CC[C@]4(C)C3CC[C@@]21C (stereo not given in full)
  · | 8% | -11%
- c1ccc(C2=Nn3c(nnc3-c3cccs3)SC2)cc1
  16% | -2% | -1%
- O=C(C1=C(O)C(=O)N(Cc2ccccc2)C1c1ccncc1)c1ccco1 (stereo not given)
  2% | -10% | -14%
- CC(C)CCN(C)C1CCN(C(=O)Nc2c(F)cccc2F)CC1
  3% | 3% | 4%
- CC(=O)N1CCN(S(=O)(=O)c2ccc(C)cc2)C1C(C)C (stereo not given)
  -10% | 3% | -1%
- OC(CNCCNc1ncccc1C(F)(F)F)Cn1ccc2ccccc21 (stereo not given)
  -8% | 11% | -11%
- NC(=O)C1CCN(Cc2nc3cc(C(F)(F)F)ccc3c(=O)[nH]2)CC1
  -3% | 11% | -5%
- CC(C)(C)NC(=O)c1cccc(NC(=O)c2ccco2)c1
  4% | 3% | -4%
- COc1ccc(NC(=O)CCS(=O)(=O)c2ccc(Br)s2)cc1
  -8% | -12% | -7%
- COC(=O)C/C=C/[C@@H](C)[C@@H](/C=N/OCC[C@@H]1C=C[C@H](OC(C)=O)[C@@H](COC(C)=O)O1)NS(=O)(=O)c1ccc(C)cc1
  -13% | · | -1%
- COc1ccc(CNC(=O)c2c(-c3c(F)cccc3Cl)noc2C)cc1
  -3% | 7% | -2%
- Cc1nc(SCC(=O)N2c3ccccc3NC(=O)CC2C)c2c(C)c(C)sc2n1 (stereo not given)
  -4% | 0% | -3%
- O=C(COC(=O)c1cnccn1)c1ccc2ccccc2c1
  4% | 2% | 4%
- CC(C)NC(=O)C(Cc1ccccc1)N1C(=O)c2ccccc2C1=O (stereo not given)
  3% | -15% | 2%
- COc1ccc(N(CC(=O)NCc2ccc(C)cc2)S(=O)(=O)c2ccccc2[N+](=O)[O-])c(OC)c1
  -2% | 0% | -13%
- C/C(=N/NC(=O)c1ccoc1C)c1ccc(NC(=O)c2ccncc2)cc1
  -30% | 6% | -6%
- O=S(=O)(c1ccc(Br)s1)N1CCC(Cc2ccccc2)CC1
  12% | -17% | 1%
- CCOc1ccc(OCC)c(NC(=O)CSc2nc3c(c(=O)n(C)c(=O)n3C)n2C)c1
  -2% | · | -10%
- O=C(C1CCN(c2ccc(N3CCOCC3)nn2)CC1)N1CCc2ccccc2C1
  4% | -12% | -7%
- CN1CCN(c2cc3c(cc2F)c(=O)c(C(=O)O)cn3CCF)CC1
  5% | 25% | -6%
- Fc1cccc(NC(=S)Nc2cccc3ccccc23)c1
  -9% | -13% | -6%
- COc1ccc(-c2nc(CSCC(=O)NCCCN3CCCC3=O)c(C)o2)cc1
  1% | 19% | -3%
- N/C(=N\OC(=O)N1c2ccccc2Sc2ccccc21)c1ccc(Br)cc1
  -13% | -6% | -2%
- O=C(CCSc1ccccc1)Nc1ccc(S(=O)(=O)N2CCOCC2)cc1
  1% | -2% | -11%
- O=C1c2ccccc2C(=O)N1c1nc(-c2cccs2)cs1
  -6% | 1% | -4%
- Cc1ccc(CNC(=O)CSc2ccc(-c3ccccn3)nn2)cc1
  0% | 2% | -8%
- CCn1nc(C)c(CN2CCC(n3nccc3NC(=O)CCCc3ccccc3)CC2)c1C
  -6% | -1% | -12%
- COc1ccccc1-n1c(C)c2c(OC)cccc(=O)c2c1C
  5% | -14% | 3%
- O=C1N(Cc2cccc(Cl)c2)C[C@@H]2C[C@@H](c3cccn3-c3cccnc3)N3CCC[C@@]123
  -4% | -12% | ?
- COCCn1c(=O)c(-c2ccc(Cl)cc2)nc2cnc(Oc3ccccc3)nc21
  9% | · | ?
- CCCCCn1c(NC2CCCCC2)nc2c1c(=O)[nH]c(=O)n2C
  -6% | 10% | -17%
- CN(C)S(=O)(=O)c1cccc(NC(=O)CSc2nc3ccccc3n2-c2ccccc2)c1
  -11% | -12% | -11%
- COc1ccc(-c2cc(C(F)(F)F)nc(SCC(=O)N(C)Cc3cnn(C)c3C)n2)cc1OC
  0% | 3% | -6%
- COc1cc(-c2c(-c3cccc(C)c3)oc3ccccc23)cc(OC)c1OC
  -11% | 8% | 1%

Three entries out of the list above, arranged by their value in GCN5L2 inh, highest first.
SMILES	GCN5L2 inh
CN(CC(=O)Nc1ccccc1Cl)C(=O)c1cc(C2CC2)nn1-c1ccccc1	-2%
COc1ccc(-c2noc(N3CCC(C(=O)NCCCN4CCC(C)CC4)CC3)n2)cc1	-6%
Cc1ccc(CNC(=O)CSc2ccc(-c3ccccn3)nn2)cc1	-8%

A draw from above in order of heavy-atom count, highest first.
Every second line gives: N370S GC | FEN1 inhibitor | GCN5L2 inh
- COc1ccc(-c2cc(C(F)(F)F)nc(SCC(=O)N(C)Cc3cnn(C)c3C)n2)cc1OC
  0% | 3% | -6%
- CN(C)S(=O)(=O)c1cccc(NC(=O)CSc2nc3ccccc3n2-c2ccccc2)c1
  -11% | -12% | -11%
- O=C1N(Cc2cccc(Cl)c2)C[C@@H]2C[C@@H](c3cccn3-c3cccnc3)N3CCC[C@@]123
  -4% | -12% | ?
- COCCn1c(=O)c(-c2ccc(Cl)cc2)nc2cnc(Oc3ccccc3)nc21
  9% | · | ?
- Cc1ccc(CNC(=O)CSc2ccc(-c3ccccn3)nn2)cc1
  0% | 2% | -8%
- Fc1cccc(NC(=S)Nc2cccc3ccccc23)c1
  -9% | -13% | -6%

Next part:
Every second line gives: N370S GC | FEN1 inhibitor | GCN5L2 inh
- O=C(Cn1cnc2c(nc3n2CCCCC3)c1=O)Nc1ccc(F)cc1
  · | -3% | -18%
- CC(C)(C)c1cc(S(=O)(=O)CCc2ccncc2)cc(C(C)(C)C)c1F
  1% | 13% | 2%
- COC(=O)c1ccc(C2/C(=C(/O)c3ccc(OC)cc3)C(=O)C(=O)N2c2cc(C)on2)cc1 (stereo not given)
  -6% | -3% | -8%
- CCOC(=O)C1CCC(CN(Cc2c(Cl)cccc2Cl)S(=O)(=O)c2ccc(F)cc2)CC1 (stereo not given)
  · | -12% | 2%
- O=C(NCc1nnnn1-c1ccc(F)cc1)c1ccc([N+](=O)[O-])o1
  -1% | 0% | 2%
- O=C(COc1ccc([N+](=O)[O-])cc1)NCCC1=CCCCC1
  0% | -13% | -2%
- CCCS(=O)(=O)N1CCN(S(=O)(=O)c2ccccc2[N+](=O)[O-])CC1
  14% | -1% | 22%
- O=C(CSc1nnc(CNC(=O)c2ccco2)o1)c1ccccc1
  5% | 9% | 1%[0.501 µM]
- CCN(CC)c1nc2cc(C)ccc2cc1/C=C(\C#N)C(N)=O
  1% | -3% | -7%
- Cc1cnc(NC(=O)Cc2ccc(C)c(C)c2)s1
  1% | -2% | 1%
- NC(=O)[C@H](Cc1cc2ccccc2s1)NC(=O)[C@@H]1CC2(CC(c3cccc(NC(=O)[C@@H]4CCC(=O)N4)c3)=NO2)CN1C(=O)/C=C/Sc1ccccc1 (stereo not given in full)
  ? | 12% | -19%
- Cc1ccccc1Nc1ccc(S(=O)(=O)N2CCOCC2)cc1[N+](=O)[O-]
  4% | -3% | -11%
- Cc1ccc(Nc2nnc(SCC(=O)NCC3CCCO3)s2)cc1 (stereo not given)
  · | -11% | -12%
- CCOC(=O)C1=CN(Cc2cccc(F)c2)S(=O)(=O)N(CC)C1c1ccc2ccccc2c1 (stereo not given)
  · | 2% | -13%
- c1ccc(-c2ccc(SCc3cccnc3)nn2)nc1
  -3% | -5% | 0%
- COc1ccc(NC(=O)c2ccc(-c3nc(COc4ccccc4)c(C)o3)cc2)cc1
  · | 1% | 1%
- COC(=O)c1ccc(Cl)c(NC(C)=O)c1
  3% | -7% | 0%
- COc1cc(NS(=O)(=O)c2ccc(NC(=O)c3ccco3)cc2)nc(OC)n1
  2% | 2% | -6%
- CCCCCCCCCCCCCCC[C@@H](O)[C@H](CO)NC(C)=O
  -3%&-6% | · | -13%
- Cc1[nH]n(-c2ccccc2)c(=O)c1Sc1ccc(Cl)cc1
  16% | 5% | -1%
- COc1ccc(C(=O)Nc2nc(-c3ccc(OC)cc3)c(-c3ccc([N+](=O)[O-])cc3)s2)cc1
  4% | -4% | -5%
- COc1ccc(CCNC(=O)/C=C/c2cc(OC)c(OC)c(OC)c2)cc1OC
  -12% | 11% | -15%
- N#C/C(=C\c1ccc(N2CCOCC2)o1)c1ccccc1
  · | -19% | ?
- S=c1[nH]nc(-c2ccncc2)n1/N=C/c1cccc(Cl)c1
  1% | 7% | -7%
- Cc1ccc(C(=O)Nc2ccc3c4c(cccc24)CC3)cc1[N+](=O)[O-]
  -2% | 5% | -2%
- COCc1cc(CN(C)C(=O)C2CCC(=O)N(Cc3cccc(OC)c3)C2)[nH]n1 (stereo not given)
  -15% | -12% | -1%
- Cc1cccc(OCCCSc2nc3ccccc3[nH]2)c1
  -3% | -19% | -19%
- Cc1c(OCc2ccccc2)c(=O)ccn1Cc1ccccc1
  3% | 2% | -10%
- Cc1ccc(N2C(=O)CCC2(C(N)=O)c2ccccc2)cc1 (stereo not given)
  -14% | -1% | -6%
- COc1cccc(C(=O)NC(C)c2cccc3ccccc23)c1OC (stereo not given)
  -2% | -14% | -4%
- CC1CCCN(CCCN2C(=O)C3C(C(=O)Nc4cccc(Cl)c4)C4C=CC3(O4)C2C(=O)NC2CCCCC2)C1 (stereo not given)
  -11% | -12% | -2%
- CCC(=O)Nc1ccc(/C(C)=N\NS(=O)(=O)c2ccc(C)cc2)cc1
  2% | 3% | -7%
- O=C(O)CC1=C(Nc2ccccc2)C(=O)N(c2ccccc2)C1c1ccc(F)cc1 (stereo not given)
  1% | -7% | 0%

Source: PubChem BioAssay
